MT1-MMP txn act: MT1-MMP promoter reporter activation – cell-based, luciferase luminescence, primary screen; activation factor at 10 µM; AID 750, 2007; HT1080 MT1-MMP promoter luciferase reporter, overnight; active compounds read high; 86,000 compounds, 0.16% hits;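 active = activation factor of at least 2 for MT1-MMP transcription at 10 µM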
CD11b adhes inh: inhibitors of CD11b/CD18 adhesion to fibrinogen, primary screen, K562 cells, luminescence | Integrin beta-2 (Homo sapiens) + Integrin alpha-M (Homo sapiens), P05107+P11215 | ATPlite luminescence; Mn2+ added to activate the integrin | inhibition, % at 10 µM | 93,000 compounds, 0.54% hits;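 active = primary inhibition of 50% or more at 10 µM, then 40% or more on retest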; also: some results filed as inactive read as strong as hits
Target sequence (P05107 whole entry, looked up, other chains not shown): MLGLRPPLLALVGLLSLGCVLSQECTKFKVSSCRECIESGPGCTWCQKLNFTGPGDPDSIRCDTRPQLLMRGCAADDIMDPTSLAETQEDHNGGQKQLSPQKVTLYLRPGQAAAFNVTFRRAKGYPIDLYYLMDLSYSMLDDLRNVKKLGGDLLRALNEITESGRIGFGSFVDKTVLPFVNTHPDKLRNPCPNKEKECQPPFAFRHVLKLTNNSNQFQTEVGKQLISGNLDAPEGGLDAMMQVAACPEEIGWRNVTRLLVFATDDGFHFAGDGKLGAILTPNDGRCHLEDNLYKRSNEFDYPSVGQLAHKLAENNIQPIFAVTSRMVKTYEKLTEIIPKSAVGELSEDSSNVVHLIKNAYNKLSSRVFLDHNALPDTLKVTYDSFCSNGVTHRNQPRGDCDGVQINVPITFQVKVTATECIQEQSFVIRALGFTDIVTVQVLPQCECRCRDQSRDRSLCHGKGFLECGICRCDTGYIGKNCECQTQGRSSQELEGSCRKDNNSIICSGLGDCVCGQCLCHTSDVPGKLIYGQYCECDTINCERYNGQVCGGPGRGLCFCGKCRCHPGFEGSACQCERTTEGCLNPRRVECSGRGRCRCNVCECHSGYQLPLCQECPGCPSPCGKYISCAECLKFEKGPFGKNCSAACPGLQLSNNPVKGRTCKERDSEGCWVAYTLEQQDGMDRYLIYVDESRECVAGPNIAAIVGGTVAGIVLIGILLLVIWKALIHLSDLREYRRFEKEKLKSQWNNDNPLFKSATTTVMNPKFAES
sEH activator: soluble epoxide hydrolase activators, primary screen, biochemical, human sEH. Bifunctional epoxide hydrolase 2 (Homo sapiens), P34913. purified human sEH enzymatic activity, activator screen. activation, % at 2 µM. 91,000 compounds, 0.04% hits. AID 717, 2007; in the data active = activation above about 37%; also: values of inactives mirror those of a sister screen read the other way
CD11b adhes enh: enhancers of CD11b/CD18 adhesion to fibrinogen, primary screen, K562 cells, luminescence; Integrin beta-2 (Homo sapiens) + Integrin alpha-M (Homo sapiens), P05107+P11215; ATPlite luminescence; activation, % at 10 µM; 93,000 compounds, 0.07% hits; AID 1499, 2009;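 active = 10 µM primary screen giving 50% or more activity, confirmed by 40% or more on retest at that dose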; also: strong numbers were not always called active; reference of the scale not given here
sEH inh: soluble epoxide hydrolase inhibitors, primary screen, biochemical, human sEH | AID 707, 2007 | 91,000 compounds, 0.34% hits | recombinant human sEH enzymatic activity assay | inhibition, % at 2 µM; in the data active = inhibition above about 80%; also: values of inactives mirror those of a sister screen read the other way; many of its hits are not listed in these tables
ERb coact inh: inhibitors of ERβ-SRC1 coactivator interaction, primary screen, biochemical, TR-FRET, ERβ LBD, SRC-1 peptide; TR-FRET ER-beta LBD / SRC1-Cy5 peptide binding; receptor agonist-loaded with 1 µM estradiol; inhibition, % at 25.6 µM; 86,000 compounds, 1.3% hits;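 active = compounds whose percent inhibition of the receptor-coactivator binding signal exceeds about 50% in the single-dose screen, limit read from the data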;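 also: 0% = receptor plus peptide wells without compound and 100% = peptide-only wells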
Smad3 FoxH1 inh: Smad3/FoxH1 peptide binding inhibitors, primary screen, biochemical, TR-FRET. Mothers against decapentaplegic homolog 3 (Homo sapiens), P84022. TR-FRET Smad3/Dy647-FoxH1 peptide binding, europium anti-His. inhibition, % at 25 µM. 88,000 compounds, 0.29% hits;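 active = compounds that reduce the energy-transfer binding signal between the protein and its labelled peptide by more than half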;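 also: 0% = Smad3 plus labelled peptide maximal FRET and 100% = peptide-only background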
Calb biofilm kill: clotrimazole potentiators killing Candida biofilms, primary screen, with clotrimazole, Alamar Blue. inhibition, % at 6 µM. C. albicans biofilm + clotrimazole. 85,000 compounds, 0.14% hits. AID 834, 2007;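 active = inhibition above 20%; inactive = inhibition below 20%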;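 also: preformed 24 hr biofilms exposed to compound for 48 hr; 0% = biofilm without compound and 100% = blank killed by clotrimazole plus chlorhexidine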
ERa coact pot: enhancers of ERα–SRC-1 coactivator binding, primary screen, biochemical, TR-FRET, ERα LBD, low estradiol; Estrogen receptor (Homo sapiens), P03372; TR-FRET ERalpha-LBD/SRC-Cy5 coactivator binding, 2 h; 100 = basal binding, no effect; coactivator binding (% of control), % at 25.6 µM; 86,000 compounds, 1.3% hits; in the data active = activity above about 200%;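 also: binding measured in presence of low estradiol as agonist stimulus; 0% = peptide alone without receptor and 100% = receptor with peptide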
* hit, by the source's call; / = not tested or not shown; [ ] = another dose, or the depositor's remark. An excerpt (hit frequency here may not be typical).

SMILES	MT1-MMP txn act	CD11b adhes inh	sEH activator	CD11b adhes enh	sEH inh	ERb coact inh	Smad3 FoxH1 inh	Calb biofilm kill	ERa coact pot
COc1cccc(OC)c1OCCN(C)C	1.1	-5.5	3.5	-3.1	-5.4	-22.4	-12.1	-2.7	104.2
CN=C1CC(SC)=C1c1ccc(C)cc1	1.2	/	-4.3	/	6.4	-4.4	7.6	2.0	76.6
O=S(=O)(Nc1ccccc1F)c1ccc2nsnc2c1	1.1	2.0	/	2.1	/	6.0	11.6	9.9	125.9
CCN(CC)C(=O)c1ccc(S(=O)(=O)NCc2cccnc2)cc1	/	-16.1	1.7	2.6	-1.6	-3.6	0.3	1.9	129.5
O=C(Nc1cccc2ccccc12)c1onc2c1CCCC2	/	-5.7	8.8	-1.8	-5.6	/	/	/	/
O=C1CC(Cc2ccccc2)C(=O)N1CCCn1ccnc1 (stereo unspecified)	0.9	4.9	15.0	2.2	-14.9	6.0[fluorescence artefact?]	1.9[fluorescence artefact?]	8.5	113.4
Cc1nc(C)c(C(=O)N/N=C/c2c[nH]c3ccccc23)s1	/	7.9	-7.6	-6.4	5.7	/	/	/	/
Cc1nn(-c2ccccc2)c(C)c1C1C(C#N)=C(N)Oc2n[nH]c(C)c21 (stereo unspecified)	1.2	/	3.5	/	-2.8	-6.1	1.6	8.5	103.8
O=S(=O)(Cc1ccccc1Cl)N1CCCCC1	1.1	13.0	-8.1	-1.4	6.9	-8.4	-1.4	-0.5	119.4
CCOC(=O)c1[nH]c2ccc(OCC)cc2c1NC(=O)CN1CCC2(CC1)OCCO2	1.3	22.1	2.9	-3.2	-4.3	5.5	-3.5	3.3	77.6
CCS(=O)(=O)Nc1ccc(C(=O)CC2(O)C(=O)Nc3ccccc32)cc1 (stereo unspecified)	1	-9.6	21.9	3.0	-20.1	-4.0	-0.5	1.9	218.7*[fluorescence artefact?]
CCN1CCN(C(=O)c2cc3c(-c4ccc(Cl)cc4)nn(C)c3s2)CC1	1.4	-14.9	2.2	5.2	-3.5	8.6	0.6	11.4	108.3
COc1ccccc1NC(=O)CN1C(=O)NC(CC(C)C)C1=O (stereo unspecified)	1.2	-11.7	5.8	-0.4	-7.2	-5.7	-8.4	4.4	109.2
Cc1cc(Cl)ccc1OCC(=O)N1CCCCC1	1.4	-12.0	-1.4	-2.5	1.7	-23.8[fluorescence artefact?]	8.1	7.5	110.6
Cc1cc(C)cc(NC(=O)C2CCCC2)c1	1.1	-3.9	-8.1	6.5	10.8	5.6[fluorescence artefact?]	-0.2	9.8	79.8
Cc1ccc(NC(=O)COC(=O)CN2CSCC2=O)cc1C	1	0.6	6.9	-4.2	-8.9	-10.3[fluorescence artefact?]	-1.0	-1.3	96.8
Clc1ccc2[nH]c3c(NCCCN4CCOCC4)ncnc3c2c1	1.7	14.7	/	-0.4	/	1.9	2.2	2.2	97.4
CC1(C)CC(=O)c2sc(NS(=O)(=O)Cc3ccccc3)nc2C1	1.3	/	-12.8	/	10.6	-4.2	7.9	2.1	111.0
CCOc1ccc2nc(NC(=O)CSc3nnc(-c4ccncc4)n3CC3CCCO3)sc2c1 (stereo unspecified)	1.6	-3.1	/	-3.2	/	-8.9	10.6	-0.6	97.0
Cc1cc(C)cc(NC(=O)CSc2nc3ccncc3[nH]2)c1	/	0.5	-6.0	6.4	4.5	14.3[fluorescence artefact?]	-0.7	12.7	69.0
Cc1ccc(C2NC(=O)c3c(sc4c3CCN(C)C4)N2)s1 (stereo unspecified)	1.5	-20.2	/	-2.5	/	36.2[fluorescence artefact?]	-24.7[fluorescence artefact?]	1.7	28.7[fluorescence artefact?]
Cn1cc(Br)c(C(=O)N2CCN(c3cccc(Cl)c3)CC2)n1	1.2	/	11.7	/	-11.8	-13.6	-1.1	3.8	117.9
CC(C)NC(=O)c1cc2c(-c3ccc(Cl)cc3)nn(C)c2s1	1.2	-15.6	2.8	-5.0	-4.1	-5.3[fluorescence artefact?]	1.4	6.1	117.0
CC1CN(C2CCN(C(=O)c3ccccc3Cl)CC2)CC(C)O1 (stereo unspecified)	1.3	-1.3	/	-0.1	/	-17.9[fluorescence artefact?]	-11.3	1.7	107.5
O=C(NCc1cccnc1)c1c[nH]c2cc3c(cc2c1=O)OCCO3	1.8	38.4	12.2	-5.4	-13.7	4.8	10.1	1.9	109.8
COc1ccc(-c2cc(C(=O)NC(C)C)no2)cc1	/	-6.7	12.8	-2.7	-14.8	-1.3	4.1	9.8	104.3
O=C(NCc1ccco1)c1cnc2n(c1=O)CCS2	1.1	-1.3	6.3	-1.6	-7.0	6.0	9.2	5.4	117.1
COc1ccc(C)cc1NC(=O)CSc1nnc(COc2ccc(C)cc2)n1Cc1ccco1	1	-14.3	-3.7	-2.0	5.3	-3.8	12.1	10.6	89.0
CC1CCCC(C)N1C(=O)COC(=O)c1ccc(O)cc1 (stereo unspecified)	1.1	25.3	6.0	-1.6	-7.0	-2.7	3.6	6.4	110.2
Cc1ccc(-n2c(C)cc(/C=N/Nc3ccc([N+](=O)[O-])cn3)c2C)c(C)c1	/	2.0	-9.9	51.8	10.6	/	/	/	/
O=C1/C(=C/c2cccs2)N=C(c2cccs2)N1Nc1ccccc1	1.2	-5.2	-13.2	-1.2	9.3	4.2[fluorescence artefact?]	1.4	7.6	112.2
CCOC(=O)C1=C(C)Nc2nnnn2C1c1c[nH]c2ccccc12 (stereo unspecified)	1.3	-1.6	0.1	-0.4	3.4	/	/	/	/
COc1ccc(NC(=O)C2CCCN(S(=O)(=O)c3c(C)n[nH]c3C)C2)c(OC)c1 (stereo unspecified)	1.2	10.9	12.3	-4.2	-9.1	7.6[fluorescence artefact?]	4.6	4.5	100.9
CCSc1nc2ccccc2n1CC(=O)N1CCCCC1	1.1	2.1	12.6	-1.0	-14.1	7.1	-4.9	5.0	79.5
CCOC(=O)COn1c(-c2cccc(Cl)c2)nc2ccc([N+](=O)[O-])cc21	1.6	1.4	-18.2	-10.2	17.9	-4.7	-2.0	5.0	116.5[fluorescence artefact?]
O=C1C=C(Nc2cccc(Cl)c2)CC(c2ccco2)C1 (stereo unspecified)	0.9	-2.3	0.2	1.3	-2.0	10.7	-0.1	0.7	81.3
CCN1C=C(Cc2ccc(OC)cc2)C2=C(C1)C(c1ccc(OC)cc1)C(C#N)=C(N)O2 (stereo unspecified)	/	10.3	4.3	-2.7	-1.6	/	/	/	/
O=C(NCC(c1cccs1)N1CCOCC1)c1ccco1 (stereo unspecified)	1	/	/	/	/	-4.0	-8.6	2.2	97.3
CC(=O)Nc1ccc(Nc2ncc([N+](=O)[O-])c(Nc3ccc(NC(C)=O)cc3)n2)cc1	/	-21.5	0.7	33.4	0.4	/	/	/	/
COc1cc2nc(NC(=O)c3ccc(Cl)cc3)[nH]c(=O)c2cc1OC	1.1	9.8	4.0	37.9	0.4	-2.8	7.1	4.1	99.2
COc1ccc(C(=O)NC(=O)Nc2ncccc2C)cc1	1.4	-53.0	-9.8	-1.9	11.5	-6.3	8.8	3.4	105.8
Cc1ccc(C(=O)Nc2ccc(CC(=O)O)cc2)o1	1	-1.2	-2.5	-3.8	2.5	12.1[fluorescence artefact?]	4.2	2.7	108.7
Cc1ccc(S(=O)(=O)NC(=O)Nc2ccc(F)cc2)cc1	1	/	-5.9	/	6.5	-6.8	-0.1	6.6	84.4
Nc1cc(N)nc(SCC(=O)Nc2ccc(Br)cc2Cl)n1	1.4	-0.5	/	2.2	/	-5.4[fluorescence artefact?]	11.7[fluorescence artefact?]	9.6	115.8
CCCCCCn1c(SCC(=O)c2c(N)n(C)c(=O)n(C)c2=O)nc2ccccc21	1.2	12.8	-3.5	1.6	3.1	3.2	-8.7	2.4	87.2[fluorescence artefact?]
O=C(NCc1ccc2c(c1)OCO2)c1c[nH]c2ccc(S(=O)(=O)N3CCOCC3)cc2c1=O	1.1	3.4	/	-2.7	/	2.0	4.0	4.3	125.9[fluorescence artefact?]
O=C(Nc1ccc(Br)cn1)c1ccc2nccnc2c1	1.8	/	0.6	/	2.1	5.6	3.3	4.2	126.2
COc1ccc(NC(=O)Nc2c(C)n(-c3ccccc3)c(=O)n2C)cc1OC	1.1	-23.5	-5.2	-2.3	6.2	-21.6	-4.1	1.8	105.4
C=CCn1c(SCC(=O)NCc2ccccc2)nnc1-c1cc(Br)ccc1O	1.2	-9.5	8.4	-8.7	-5.5	1.5	12.1	6.8	83.7
CCOc1ccccc1CN1CCC(O)CC1	1.2	-4.2	-1.0	-2.9	1.2	-1.1	12.4	5.9	106.4

Among those listed so far, 3 have a nitro group on carbon:
SMILES	MT1-MMP txn act	CD11b adhes inh	sEH activator	CD11b adhes enh	sEH inh	ERb coact inh	Smad3 FoxH1 inh	Calb biofilm kill	ERa coact pot
Cc1ccc(-n2c(C)cc(/C=N/Nc3ccc([N+](=O)[O-])cn3)c2C)c(C)c1	/	2.0	-9.9	51.8	10.6	/	/	/	/
CCOC(=O)COn1c(-c2cccc(Cl)c2)nc2ccc([N+](=O)[O-])cc21	1.6	1.4	-18.2	-10.2	17.9	-4.7	-2.0	5.0	116.5[fluorescence artefact?]
CC(=O)Nc1ccc(Nc2ncc([N+](=O)[O-])c(Nc3ccc(NC(C)=O)cc3)n2)cc1	/	-21.5	0.7	33.4	0.4	/	/	/	/

Further entries.
SMILES	MT1-MMP txn act	CD11b adhes inh	sEH activator	CD11b adhes enh	sEH inh	ERb coact inh	Smad3 FoxH1 inh	Calb biofilm kill	ERa coact pot
O=C1C(Cl)=C(N2CCOCC2)C(=O)N1c1ccccc1	1.3	7.7	-3.6	-0.6	5.5	-7.3	-10.5	3.3	104.7
CCc1ccc(OCc2nc(-c3ccccn3)no2)c(Br)c1	0.2	44.4	-5.4	-7.9	6.8	4.8	-4.9	4.1	102.2
O=C(Oc1cc(=O)oc2ccccc12)c1ccco1	1.1	4.4	13.6	-2.8	-14.0	-7.3	-1.4	7.0	106.2[fluorescence artefact?]
CC(=O)Nc1ccc(NC(=O)CSc2ncnn2-c2ccccc2)cc1	1.1	2.2	-7.3	-1.3	10.4	-0.7	-10.2	6.7	101.1
COC(=O)c1sccc1NC(=S)N1CCC(C)CC1	/	6.2	-12.9	-0.9	10.9	-5.9	8.3	-1.4	98.7
COc1ccccc1CNc1n[nH]c(NCc2ccccc2OC)n1	1.1	-6.1	1.7	4.5	-0.5	-4.9	-0.2	-3.1	117.3
Cc1ccccc1NC(=O)c1cc(S(=O)(=O)N2CCCCC2)cs1	1.1	-31.3	-13.7	-1.2	12.0	-1.4[fluorescence artefact?]	9.0	6.7	103.1
CCOC(=O)c1sc2nc(SCC#N)n(CC3CCCO3)c(=O)c2c1C (stereo unspecified)	1.1	-13.8	/	-0.2	/	7.0[fluorescence artefact?]	3.5	0.9	108.6
Cc1cc([N+](=O)[O-])nn1CC(=O)NNC(=S)Nc1ccc([N+](=O)[O-])cc1	/	-0.7	3.9	19.8	-2.8	/	/	/	/
Cc1ccc(Cn2c(N3CCCCCC3)nc3c2c(=O)[nH]c(=O)n3C)cc1	1.2	-4.5	-12.4	-1.2	12.3	-4.1	5.5	0.7	90.0

Bioassay records from PubChem BioAssay.
